TAAR1 agonist: human TAAR1 agonists, primary screen, Fluo-8 calcium fluorescence, CHO RD-HGA16 cells | Trace amine-associated receptor 1 (Homo sapiens), Q96RJ0 | hit rate 0.99% among 360,000 | AID 624467, 2012 | vehicle wells 0%, saturating PEA agonist 100% | activation, % at 3 µM;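 active = activation above the mean activation of all test compounds in the run plus 3 SD, cut at about 38% in these data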
Target sequence (Q96RJ0 whole entry, looked up): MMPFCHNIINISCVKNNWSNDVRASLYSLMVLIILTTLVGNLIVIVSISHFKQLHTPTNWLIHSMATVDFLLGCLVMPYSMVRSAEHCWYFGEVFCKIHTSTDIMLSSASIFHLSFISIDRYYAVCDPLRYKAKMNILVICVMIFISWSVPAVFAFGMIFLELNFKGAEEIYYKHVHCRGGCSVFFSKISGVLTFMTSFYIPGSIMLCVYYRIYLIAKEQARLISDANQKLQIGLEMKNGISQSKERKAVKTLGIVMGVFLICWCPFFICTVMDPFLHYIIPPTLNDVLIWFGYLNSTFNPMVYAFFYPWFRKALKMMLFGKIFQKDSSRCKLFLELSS
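Test system: RD-HGA16 (CHO) cells co-expressing Gα16 and hTAAR1 | Doses: Single dose, 3 µM | Schedule: 17-24 h seeding, 75 min 37 °C dye, 30 min RT | Evaluation: % activation from peak over basal fluorescence ratio, DMSO-to-PEA scaled | Technique: Kinetic Fluo-8 calcium fluorescence | Benchmarks: Low control DMSO, high control PEA (EC100)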
V1aR counter: agonists of human V1a receptor, primary screen, counter-screen for OXTR agonist project, fluorescence, CHO-V1R cells | Fluo-8 calcium fluorescence, agonist mode; 0% DMSO, 100% 3 nM vasopressin | Vasopressin V1a receptor (Homo sapiens), P37288 | activation, % at 3 µM | hit rate 0.25% among 320,000;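 active = activation above the mean activation of all tested compounds plus 3 SD, per screening run, cut at about 20% in these data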;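 note: signal is peak over basal fluorescence ratio across a 100 second FLIPR read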
CHRM1 agonist: human M1 muscarinic receptor agonists, primary screen, Fluo-8 calcium fluorescence, CHO-K1 cells, HTS | CHO-K1 hM1, agonist mode; 0% DMSO, 100% acetylcholine EC100 | hit rate 0.33% among 360,000 | Muscarinic acetylcholine receptor M1 (Homo sapiens), P11229 | activation, % at 3 µM;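 active = activation above the run's mean compound activation plus 3 SD, cut at about 16% in these data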;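 note: peak over basal fluorescence ratio within a 140 s kinetic read after compound addition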
CHRM1 PAM: human M1 muscarinic receptor positive allosteric modulators, primary screen, CHO-K1 cells, Fluo-8 calcium fluorescence, 1536-well; hit rate 0.088% among 360,000; CHO-K1 hM1, ACh EC20; 0% = ACh EC20, 100% = maximal ACh; activation, % at 3 µM; Muscarinic acetylcholine receptor M1 (Homo sapiens), P11229; in the data active = activation above about 19%, passing the limit was not always enough
OXTR potentiator: human OXTR potentiators, primary screen, fluorescence, CHO-OTR cells, Fluo-8 calcium; hit rate 0.061% among 320,000; activation, % at 3 µM; AID 2445, 2010; Oxytocin receptor (Homo sapiens), P30559; Fluo-8 calcium fluorescence, potentiator mode; 0% = oxytocin EC15, 100% = EC100;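 active = activation above that plate's cutoff, the mean activation of tested compounds plus 3 SD, cut at about 6.6% in these data, passing the limit was not always enough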;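 note: 100% uses oxytocin at 75 nM as the full agonist control; some results filed as inactive read as strong as hits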
Target sequence (P30559 whole entry, looked up): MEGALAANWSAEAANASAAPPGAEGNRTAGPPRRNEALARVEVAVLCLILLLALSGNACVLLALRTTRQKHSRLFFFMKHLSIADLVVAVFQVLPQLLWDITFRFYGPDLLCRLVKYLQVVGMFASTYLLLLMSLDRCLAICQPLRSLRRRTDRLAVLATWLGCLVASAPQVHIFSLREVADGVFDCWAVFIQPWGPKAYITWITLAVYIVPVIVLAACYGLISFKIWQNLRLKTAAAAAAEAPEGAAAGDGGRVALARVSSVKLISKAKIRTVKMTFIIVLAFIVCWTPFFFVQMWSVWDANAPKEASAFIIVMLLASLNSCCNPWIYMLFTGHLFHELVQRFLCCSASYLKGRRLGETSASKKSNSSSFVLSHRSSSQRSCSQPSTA
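Material: CHO-OTR cells, human receptor; compound dosing: single dose, 3.0 µM nominal final compound concentration; schedule: 6 min compound pre-incubation at room temperature, 100 s kinetic read; measured by: kinetic Fluo-8 calcium fluorescence; read-out basis: % activation vs EC15 and EC100 oxytocin; controls: EC15 oxytocin alone as 0%, 75 nM oxytocin as 100%; replicates: singlicate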
TAAR1 antag: human TAAR1 antagonists, primary screen, Fluo-8 calcium fluorescence, CHO RD-HGA16 cells; Trace amine-associated receptor 1 (Homo sapiens), Q96RJ0; antagonist; inhibition, % at 3 µM; hit rate 1.5% among 360,000; AID 624466, 2012;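 active = inhibition above a per-plate cutoff, the mean inhibition of test compounds on that plate plus 3 SD, cut at about 49% in these data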;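 note: 0% = DMSO plus EC80 beta-PEA response and 100% = DMSO alone without agonist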
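Test system: RD-HGA16 CHO cells with stable hTAAR1 and Gα16 / Probe or stimulus: EC80 β-phenethylamine stimulus / Times: seeding 17-24 h prior, 75-min 37 °C, 30-min RT dye loading / Detection: Fluo-8 calcium-sensitive fluorescence / Read-out basis: % inhibition scaled between DMSO and EC80 PEA controls / Repeats: singlicate, one well per test compound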
M1 antag: human M1 muscarinic receptor antagonists, primary screen, CHO-K1 cells, Fluo-8 calcium fluorescence, 1536-well | CHO-K1 hM1, ACh EC80 antagonist | Muscarinic acetylcholine receptor M1 (Homo sapiens), P11229 | hit rate 1.3% among 360,000 | AID 588852, 2011 | inhibition, % at 3 µM;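 active = percent inhibition above its own plate's cutoff, namely the mean of that plate's compound wells plus 3 SD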;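 note: peak over basal fluorescence ratio during 140 s after agonist addition; 0% = ACh EC80 plus DMSO and 100% = DMSO alone without agonist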
CHO parental Ca: ATP-evoked calcium signal inhibitors, parental CHO, primary screen, counter-screen for OX1R antagonist project, cell-based, fluorescence, Fluo-8 calcium dye; hit rate 0.63% among 330,000; parental CHO-K1, ATP-induced calcium, Fluo-8 fluorescence; inhibition, % at 5.6 µM;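 active = inhibition above that plate's mean sample inhibition plus 3 SD, cut at about 26% in these data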;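 note: 0% = ATP-challenged DMSO wells and 100% = DMSO wells without ATP; some compounds past the cut are filed as inactive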
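Measured by: calcium-sensitive Fluo-8 fluorescence / Test system: CHO parental line / Controls: ATP-challenged DMSO wells low, unchallenged DMSO wells high / Measure: % inhibition / Compound: single nominal dose of 5.6 µM per compound / Replicates: single well per compound, no replicates / Reagent: ATP as calcium-mobilizing challenge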
OXTR agonist: human OXTR agonists, primary screen, fluorescence, CHO-OTR cells, Fluo-8 calcium; Fluo-8 calcium fluorescence; normalized: DMSO 0%, oxytocin 100%; AID 2435, 2010; Oxytocin receptor (Homo sapiens), P30559; hit rate 0.32% among 320,000; activation, % at 3 µM;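 active = activation above the mean of all tested compounds plus 3 SD, cutoff set per screening run, cut at about 20% in these data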;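 note: peak over basal fluorescence ratio from a 100 s FLIPR kinetic read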
* = called active by the depositor; / = not tested or not shown. Not a hit list, and some 3.7% of all compounds hit somewhere here.

SMILES | TAAR1 agonist | V1aR counter | CHRM1 agonist | CHRM1 PAM | OXTR potentiator | TAAR1 antag | M1 antag | CHO parental Ca | OXTR agonist
COc1ccc(NC(=O)COC(=O)CNC(=O)COc2ccccc2)cc1OC | 0 | / | 1 | 16 | / | -5 | -16 | / | /
COc1ccc(CNC(=O)CNS(=O)(=O)c2cccc(C#N)c2)cc1OC | 0 | / | -1 | 14 | / | 7 | -24 | / | /
O=C(C1CCN(S(=O)(=O)N2CCC3(CC2)OCCO3)CC1)N1CCCCC1 | 2 | 0.0 | -3 | -4 | -13 | -3 | 10 | -6 | 0.6
CC(C)(C)n1nnnc1CN1CCN(C2CCCC2)CC1 | 0 | 1.3 | -10 | -11 | -5 | 12 | 11 | -11 | 0.1
COc1ccc(Oc2ccc(/C=N/NC(=O)c3cccnc3)cc2[N+](=O)[O-])cc1 | 3 | 2.2 | -3 | 6 | -7 | 14 | -9 | 6 | -1.7
Nc1cc(=O)nc(SCC(=O)NCc2ccccc2)n1CCc1ccccc1 | 7 | 0.1 | 3 | 6 | -4 | -9 | -5 | -3 | -0.8
COc1ccc2[nH]c(=O)c(CN(C(C)=O)c3cc(C)ccc3C)cc2c1 | 2 | / | -2 | 9 | / | 1 | -13 | / | /
Cn1c(CNC(=O)c2ccccc2F)nnc1SCCOc1ccccc1 | 1 | 1.0 | -4 | 8 | 2 | -17 | -5 | -15 | -0.3
Cc1ccc(S(=O)(=O)Nc2ccc(Cl)cc2C(=O)c2ccccc2)cc1 | 6 | -0.3 | -4 | 1 | -12 | 5 | -2 | -10 | -1.1
CC1(C)CC(=O)c2cc(OCC(=O)NCCCN3CCN(c4ccccc4F)CC3)ccc2O1 | 10 | 1.6 | -7 | 1 | -7 | 14 | 0 | -27 | 1.9

In the list so far, these contain sulfur:
SMILES | TAAR1 agonist | V1aR counter | CHRM1 agonist | CHRM1 PAM | OXTR potentiator | TAAR1 antag | M1 antag | CHO parental Ca | OXTR agonist
COc1ccc(CNC(=O)CNS(=O)(=O)c2cccc(C#N)c2)cc1OC | 0 | / | -1 | 14 | / | 7 | -24 | / | /
O=C(C1CCN(S(=O)(=O)N2CCC3(CC2)OCCO3)CC1)N1CCCCC1 | 2 | 0.0 | -3 | -4 | -13 | -3 | 10 | -6 | 0.6
Nc1cc(=O)nc(SCC(=O)NCc2ccccc2)n1CCc1ccccc1 | 7 | 0.1 | 3 | 6 | -4 | -9 | -5 | -3 | -0.8
Cn1c(CNC(=O)c2ccccc2F)nnc1SCCOc1ccccc1 | 1 | 1.0 | -4 | 8 | 2 | -17 | -5 | -15 | -0.3
Cc1ccc(S(=O)(=O)Nc2ccc(Cl)cc2C(=O)c2ccccc2)cc1 | 6 | -0.3 | -4 | 1 | -12 | 5 | -2 | -10 | -1.1

The list goes on.
SMILES | TAAR1 agonist | V1aR counter | CHRM1 agonist | CHRM1 PAM | OXTR potentiator | TAAR1 antag | M1 antag | CHO parental Ca | OXTR agonist
O=C(COC(=O)COc1ccc(Cl)cc1)NCc1ccc2c(c1)OCO2 | 1 | 0.5 | 1 | 17 | 4 | -2 | -20 | -15 | 1.5
c1ccc(Oc2ccccn2)cc1 | 0 | / | -3 | -1 | / | -15 | 1 | / | /
COC(=O)c1ccc(N2C(=O)CC(N(C)CCc3ccc(OC)c(OC)c3)C2=O)cc1 (configuration not stated) | -1 | 0.8 | -1 | 13 | -4 | -14 | -17 | -25 | 0.4
O=C(Nc1cccc2c1CCCC2)c1ccco1 | / | 0.8 | -4 | 9 | 5 | / | -17 | -6 | -0.5
COc1ccc(NC(=O)c2ccc(Cl)cc2)c[n+]1[O-] | 3 | / | -3 | 3 | / | -13 | 2 | / | /
CCCC(=O)N1c2ccccc2C(=C2SC(C(=O)OC)=C(C(=O)OC)S2)C(=S)C1(C)C | 3 | 2.2 | -2 | -3 | -2 | -6 | -6 | 9 | -2.0
OCCNC(=S)c1ccccc1 | 3 | 0.9 | -1 | 9 | -7 | -13 | -9 | -3 | 0.9
CCOC(=O)C1CCCN(C(=O)CCn2nnnc2CN2CCOCC2)C1 (configuration not stated) | 20 | 0.2 | 32* | -13 | -10 | 0 | 17 | -10 | 0.2
COc1ccc(S(=O)(=O)N2CCOC2CNC(=O)C(=O)NCCN(C)C)cc1 (configuration not stated) | 2 | 0.0 | -4 | 1 | -4 | 5 | 0 | 4 | 0.6
COCC(=O)N(C)C[C@@H]1Oc2cc(Br)ccc2S(=O)(=O)N([C@H](C)CO)C[C@H]1C | 3 | / | 2 | 4 | / | -23 | 0 | / | /
O=c1ccncn1C1OC(CO)C(O)C1O (configuration not stated) | 1 | / | 1 | 12 | / | -4 | -17 | / | /
COc1cnc(-c2ccccn2)nc1N(C)C | 4 | -0.3 | -9 | -2 | -8 | -1 | 6 | -26 | -0.7
CCC(C)NC(=O)CN1C(=O)C(CC)Sc2ccccc21 (configuration not stated) | -1 | -1.4 | -3 | 7 | -5 | 1 | -7 | -17 | -0.5
COCCN(CC1CCCN(C2Cc3ccccc3C2)C1)C(=O)c1ccc(C(C)=O)cc1 (configuration not stated) | 1 | 0.3 | -6 | 2 | -2 | -1 | -1 | -26 | -0.2
CCCN(CCC)CC(C)(C)NS(=O)(=O)c1ccc(Cl)cc1 | -2 | -1.2 | -7 | -7 | 0 | -33 | 3 | -15 | -0.5
Cc1ccccc1C(=O)c1cccn1CC(=O)NC(C)c1ccc2c(c1)OCCO2 (configuration not stated) | 8 | -1.0 | -3 | 0 | -9 | 17 | 8 | -13 | -1.5
COc1ccc(NC(=O)c2cccnc2C(=O)O)c(OC)c1 | 7 | -0.3 | -5 | 10 | -9 | -5 | -7 | 1 | 0.6
O=C(/C=C/c1cccs1)N1CCN(c2ccccc2F)CC1 | 1 | -0.8 | -6 | 3 | -7 | -6 | -5 | 3 | -2.4
CCCC/S(CC1CC1(Cl)Cl)=N\S(=O)(=O)c1ccc(C)cc1 (configuration not stated) | 2 | -0.7 | -5 | 12 | 2 | -5 | 0 | -9 | -1.6
CCOc1ccc(CCNC(=O)c2ccc(CS(=O)Cc3ccc(Cl)cc3)o2)cc1OCC (configuration not stated) | 5 | 2.6 | -2 | -9 | -11 | 17 | 10 | -25 | 1.9

3 entries already listed, arranged by heavy-atom count, low to high.
SMILES | TAAR1 agonist | V1aR counter | CHRM1 agonist | CHRM1 PAM | OXTR potentiator | TAAR1 antag | M1 antag | CHO parental Ca | OXTR agonist
CCCN(CCC)CC(C)(C)NS(=O)(=O)c1ccc(Cl)cc1 | -2 | -1.2 | -7 | -7 | 0 | -33 | 3 | -15 | -0.5
Cc1ccccc1C(=O)c1cccn1CC(=O)NC(C)c1ccc2c(c1)OCCO2 (configuration not stated) | 8 | -1.0 | -3 | 0 | -9 | 17 | 8 | -13 | -1.5
CCOc1ccc(CCNC(=O)c2ccc(CS(=O)Cc3ccc(Cl)cc3)o2)cc1OCC (configuration not stated) | 5 | 2.6 | -2 | -9 | -11 | 17 | 10 | -25 | 1.9

(cont.)
SMILES | TAAR1 agonist | V1aR counter | CHRM1 agonist | CHRM1 PAM | OXTR potentiator | TAAR1 antag | M1 antag | CHO parental Ca | OXTR agonist
O=C(COc1ccc(S(=O)(=O)NC2CCCCC2)cc1)NC1CCCCC1 | 1 | 0.3 | 0 | -1 | 0 | 25 | -16 | -22 | -0.3
Cc1ccc(-c2cc(N)nc(-c3ccccc3)c2)cc1 | 6 | -0.4 | -4 | -5 | -5 | -7 | 8 | -27 | -1.0
O=[N+]([O-])c1ccccc1NCCOc1ccccc1 | 1 | -1.7 | -6 | 2 | -6 | 12 | -4 | -3 | -1.6
Cc1ccc(-c2nc(=S)c3c(n2CCN2CCOCC2)CC(C)(C)OC3)cc1 | 6 | -0.2 | -4 | 12 | -12 | -4 | -33 | 4 | 2.3
CC(=O)C1=C(C)NC(SCC(=O)c2ccc(Cl)cc2)=C(C#N)C1CC(C)C (configuration not stated) | 6 | -0.5 | -7 | -6 | -9 | -3 | 4 | -16 | -1.5
CCC(=O)N1CCN(c2ccc(NC(=S)NC(=O)c3ccc(OC)c([N+](=O)[O-])c3)cc2)CC1 | 6 | 4.2 | -2 | -11 | -10 | 27 | 31 | -17 | 3.1
FC(F)(F)c1cc(Oc2ccccc2Cl)nc(-c2ccccn2)n1 | 9 | -2.0 | -7 | 2 | -2 | -1 | 0 | 0 | -1.9
COC(=O)c1cc(COc2ccc3c(c2)oc(=O)c2ccccc23)c(C)o1 | 1 | 0.4 | -4 | 3 | -6 | 10 | -2 | -14 | 0.5
CC1=NN(c2ccc(C)c(C)c2)C(=O)C1C(c1cccc(O)c1)C1C(=O)N(c2ccc(C)c(C)c2)N=C1C (configuration not stated) | 7 | 14 | 3 | 10 | -12 | 2 | -5 | -9 | 4.6
Cn1c(=O)c2[nH]c(SCc3ccccn3)nc2n(C)c1=S | 1 | 0.9 | / | / | -5 | -9 | / | -5 | 11
CCn1cc(CN2CCCC(CNS(=O)(=O)c3cccc4cccnc34)C2)cn1 (configuration not stated) | 0 | -0.7 | -7 | 14 | -9 | -7 | -23 | 1 | -0.1
CCC(=O)Nc1cc(-c2cc3ccccc3oc2=O)ccc1OC | 0 | 0.1 | -4 | 8 | -9 | -18 | -8 | -22 | -0.3
N#Cc1ccc(Oc2nc(C(N)=O)cc(-c3ccccc3)n2)cc1 | 12 | -0.2 | -2 | -10 | -5 | 15 | 11 | -1 | 0.2
c1ccc2c(CCNc3ncnc4nc[nH]c34)c[nH]c2c1 | 10 | 7.1 | 2 | -19 | -11 | 59* | 20 | 4 | 9.1
Oc1[nH]c2ccccc2c1C1=NCCCCC1 | -1 | 1.0 | -13 | -10 | -1 | -6 | 14 | -20 | -2.2

From PubChem
